Kir21 inh: Kir2.1 (mouse) channel inhibition | actives 0.85% (n = 310,000) | B-score at 10 µM | HEK293-Kir2.1, FluxOR thallium flux fluorescence; stronger effect = lower value;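 active means fluorescence ratio B-score at or below minus 3 SD of library scores, with starting-brightness B-score within 2 SD, cut at about -4.2 in these data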;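 further: channel flux triggered by added potassium and thallium sulfate stimulus; B-score of peak minus minimum fluorescence over baseline after thallium stimulus; more negative B-score means stronger Kir2.1 block with less thallium influx; some compounds called inactive have numbers as strong as hits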
KCNQ2 block: KCNQ2 potassium channel inhibitors, primary screen, cell-based, CHO-K1, FluxOR thallium flux, B-score (AID 2156) | 20 min; stronger effect = lower value | B-score at 10 µM | actives 1.1% (n = 310,000);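 active means fluorescence ratio B-score at most minus 3 library SDs, with starting brightness B-score within 2 library SDs, cut at about -5.5 in these data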
Target sequence (O88943 whole entry, looked up): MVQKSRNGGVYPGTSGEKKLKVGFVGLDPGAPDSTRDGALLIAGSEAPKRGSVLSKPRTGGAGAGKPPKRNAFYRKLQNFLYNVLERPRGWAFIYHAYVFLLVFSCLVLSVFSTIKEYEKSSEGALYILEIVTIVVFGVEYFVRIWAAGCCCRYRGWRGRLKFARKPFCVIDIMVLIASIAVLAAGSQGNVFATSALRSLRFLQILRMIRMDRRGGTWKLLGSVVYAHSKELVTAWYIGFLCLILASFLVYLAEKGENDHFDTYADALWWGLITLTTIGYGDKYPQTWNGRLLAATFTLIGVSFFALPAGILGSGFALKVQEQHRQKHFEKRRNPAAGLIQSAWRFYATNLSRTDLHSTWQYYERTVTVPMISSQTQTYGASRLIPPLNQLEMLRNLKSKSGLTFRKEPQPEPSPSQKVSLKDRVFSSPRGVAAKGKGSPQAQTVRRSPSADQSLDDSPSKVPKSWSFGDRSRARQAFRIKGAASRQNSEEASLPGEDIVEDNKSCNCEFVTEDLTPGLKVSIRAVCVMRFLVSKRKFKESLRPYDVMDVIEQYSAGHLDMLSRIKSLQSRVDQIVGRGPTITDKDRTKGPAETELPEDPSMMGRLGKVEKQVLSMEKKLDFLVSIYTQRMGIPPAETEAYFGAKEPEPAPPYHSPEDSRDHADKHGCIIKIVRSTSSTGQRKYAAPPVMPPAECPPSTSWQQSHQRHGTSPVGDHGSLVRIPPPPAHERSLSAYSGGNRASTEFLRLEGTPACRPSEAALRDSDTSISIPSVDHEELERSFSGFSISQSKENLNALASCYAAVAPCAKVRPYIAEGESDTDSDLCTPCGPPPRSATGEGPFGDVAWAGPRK
An asterisk follows results filed as active. Random draw from the library; about 1.9% have a hit in one of these screens.

For COc1ccccc1N1CCN(C(=O)Cc2c(C(=O)O)[nH]c3ccc(Cl)cc23)CC1 the results were Kir21 inh -0.68 and KCNQ2 block inactive.
For CCOC(=O)c1cccc2c1-c1ccccc1/C2=N/O the results were Kir21 inh 0.48 and KCNQ2 block inactive.
COc1ccc(N2C(=O)N3[C@H](c4ccc(Br)cc4)[C@@H]4C(=O)N(C(C)(C)C)C(=O)[C@@H]4[C@]3(Cc3ccccc3)C2=O)cc1 was read as Kir21 inh -1.13 and KCNQ2 block inactive.
`O=S(=O)(c1ccc(Cl)cc1)c1nc(-c2ccccc2F)oc1NCCN1CCOCC1` gave Kir21 inh 0.01 and KCNQ2 block inactive.
COc1cc(C2N3CC4(C)CN2CC(C)(C3)C4)ccc1O (stereo not given) was read as Kir21 inh -2 and KCNQ2 block inactive.
For CCOc1ccc(C(=O)N(c2ccccn2)C2CCCCC2)cc1 the results were Kir21 inh 0.56 and KCNQ2 block inactive.
CN1CCN(c2ccc(NC(=O)c3ccc(Br)o3)cc2)CC1 was read as Kir21 inh -0.24 and KCNQ2 block inactive.
CCCC(=O)Nc1ccc(Br)c(Cl)c1 was read as Kir21 inh 0.18 and KCNQ2 block inactive.
`CC1(C)CC=C(NNC(=O)c2cccnc2)C(=O)C1` gave Kir21 inh -1.46 and KCNQ2 block inactive.
Screening COC(=O)C1C2C=CC3(CN(C(C)c4ccc(OC)cc4)C(=O)C13)O2 (stereo not given) returned Kir21 inh 0.18 and KCNQ2 block inactive.
Screening COc1ccc(S(=O)(=O)N(C)CC(=O)N2CCCC2)cc1 returned Kir21 inh 0.28 and KCNQ2 block inactive.
For CCOC(=O)c1c(C)[nH]c(C)c1S(=O)(=O)N(C)CC(=O)NCc1cccc(C)c1 the results were Kir21 inh 0.69 and KCNQ2 block inactive.
For CC1CN(C(=O)CCC(=O)NCc2ccccc2Cl)c2ccccc2S1 (stereo not given) the results were Kir21 inh -1.63 and KCNQ2 block -7.42*.
`CCc1ccc(NC(=O)CCN2C(=O)c3cccnc3C2=O)cc1` gave Kir21 inh -0.93 and KCNQ2 block inactive.
Screening O=C1N/C(=N\S(=O)(=O)Cc2ccccc2)S/C1=C/c1cc([N+](=O)[O-])ccc1O returned Kir21 inh -0.66 and KCNQ2 block inactive.

6 compounds drawn at random from those above, as already listed:
CN1CCN(c2ccc(NC(=O)c3ccc(Br)o3)cc2)CC1 was read as Kir21 inh -0.24 and KCNQ2 block inactive.
For CCOC(=O)c1c(C)[nH]c(C)c1S(=O)(=O)N(C)CC(=O)NCc1cccc(C)c1 the results were Kir21 inh 0.69 and KCNQ2 block inactive.
Screening COC(=O)C1C2C=CC3(CN(C(C)c4ccc(OC)cc4)C(=O)C13)O2 (stereo not given) returned Kir21 inh 0.18 and KCNQ2 block inactive.
Screening O=C1N/C(=N\S(=O)(=O)Cc2ccccc2)S/C1=C/c1cc([N+](=O)[O-])ccc1O returned Kir21 inh -0.66 and KCNQ2 block inactive.
For CC1CN(C(=O)CCC(=O)NCc2ccccc2Cl)c2ccccc2S1 (stereo not given) the results were Kir21 inh -1.63 and KCNQ2 block -7.42*.
`CC1(C)CC=C(NNC(=O)c2cccnc2)C(=O)C1` gave Kir21 inh -1.46 and KCNQ2 block inactive.

(listing goes on)
For COc1cccc(C(=S)N2CCCC2)c1OC the results were Kir21 inh -0.03 and KCNQ2 block inactive.
Screening O=C(O)c1ccc(NC2=C(N3CCOCC3)C(=O)c3ccccc3C2=O)cc1 returned Kir21 inh 1.72 and KCNQ2 block inactive.
COc1ccc(CN2CCNC(=O)C2CC(=O)NC2CCOCC2)c(F)c1 (stereo not given) was read as Kir21 inh 0.7 and KCNQ2 block inactive.
Nc1ccccc1S(=O)(=O)NC1=NCCCCC1 was read as Kir21 inh 0.01 and KCNQ2 block inactive.
COc1ccc(C2NC(c3ccc(OC)cc3)C(c3ccccc3)C(=O)C2c2ccccc2)cc1 (stereo not given) was read as Kir21 inh -0.62 and KCNQ2 block inactive.
Screening Cc1ccc(S(=O)(=O)NCCn2nc(C)nc2C)cc1 returned Kir21 inh -1.07 and KCNQ2 block inactive.
Screening CNC(=O)c1cc(S(=O)(=O)Nc2ccc3c(c2)OCO3)ccc1C returned Kir21 inh -0.01 and KCNQ2 block inactive.
Screening CSCCC(NC(N)=O)C(=O)NCc1ccccc1Cl (stereo not given) returned Kir21 inh 0.43 and KCNQ2 block inactive.
Screening Cc1cccc(-c2nc(CS(=O)CC(=O)NC(C)CCc3ccccc3)c(C)o2)c1 (stereo not given) returned Kir21 inh 1.72 and KCNQ2 block inactive.
`Cc1ccc(S(=O)(=O)/N=C/c2cc(Br)ccc2O)cc1` gave Kir21 inh 0.25 and KCNQ2 block inactive.
COc1ccc(N=Cc2c(O)c3ccccc3oc2=O)cc1 was read as Kir21 inh 1.07 and KCNQ2 block inactive.
CCC1CCCCN1C(=O)CSc1nnc(CNC(=O)c2cc(OC)c(OC)c(OC)c2)o1 (stereo not given) was read as Kir21 inh 0.12 and KCNQ2 block inactive.
`O=C(NC(Cc1ccccc1)C(=O)O)OCC1c2ccccc2-c2ccccc21` (stereo not given) gave Kir21 inh 1.22 and KCNQ2 block inactive.
`COCCn1c(SCC(=O)Nc2ccccc2)nc2c1c(=O)[nH]c(=O)n2C` gave Kir21 inh -1.25 and KCNQ2 block inactive.
COc1ccc(CNC(=O)c2cc(C3CC3)on2)cc1 was read as Kir21 inh -0.87 and KCNQ2 block inactive.
`O=C(CCOc1ccccc1)Nc1ccnn1C1CCN(Cc2ccc(O)cc2)CC1` gave Kir21 inh 0.47 and KCNQ2 block inactive.
`CCOc1ccc(S(=O)(=O)NCCC(=O)NCc2ccco2)cc1` gave Kir21 inh 1.11 and KCNQ2 block inactive.
`C/C=C(\C)C(=O)N[C@@H](C)CN1C2=NC[C@H](C(C)C)N2C[C@H]1Cc1ccc(OC)cc1` gave Kir21 inh -0.81 and KCNQ2 block inactive.
CC(C)(Oc1ccc(Cl)cc1)C(=O)OCC(=O)Nc1ncc(Cl)cc1Cl was read as Kir21 inh 1.03 and KCNQ2 block inactive.
Screening COc1cccc(NC(=O)COc2ccc3c(c2)CCC3)c1 returned Kir21 inh 1.54 and KCNQ2 block inactive.
`O=C(Nc1cccnc1)c1ccc(Cl)c(S(=O)(=O)N2CCCCC2)c1` gave Kir21 inh -0.87 and KCNQ2 block inactive.
For COc1ccc(NC(=O)c2ccc(-n3cncn3)c([N+](=O)[O-])c2)cc1OC the results were Kir21 inh 0.05 and KCNQ2 block inactive.
For O=C(CSc1nnc2n1CCCN2)c1ccc(Cl)cc1 the results were Kir21 inh 0.55 and KCNQ2 block inactive.
`C=C1SC(Nc2c(C)cc(C)cc2C)=NC12CCCCC2` gave Kir21 inh -0.9 and KCNQ2 block -7.62*.
`CCCc1cc(=O)[nH]c(SCC(=O)N(C)CC(=O)Nc2ccccc2CC)n1` gave Kir21 inh 0.09 and KCNQ2 block inactive.
For COc1ccc(C)cc1NC(=O)CSc1nc(SC)ns1 the results were Kir21 inh -2.15 and KCNQ2 block inactive.
Cc1ccc(-c2nc(NC(=O)c3nn(C)cc3[N+](=O)[O-])sc2C)cc1C was read as Kir21 inh -0.57 and KCNQ2 block inactive.
For CCCNC(=O)C1(CC2CC(c3ccccc3)=NO2)CCN(C(=O)c2cc(OCC)c(OCC)c(OCC)c2)CC1 (stereo not given) the results were Kir21 inh -0.11 and KCNQ2 block inactive.
`Cc1ccc(SCc2cc(=O)[nH]c(N3CCOCC3)n2)cc1` gave Kir21 inh 1.85 and KCNQ2 block inactive.
Cc1cc(C)c(C)c(S(=O)(=O)N2CCC(C(=O)N3CC(C)CC(C)C3)CC2)c1C (stereo not given) was read as Kir21 inh 2.68 and KCNQ2 block inactive.
For CCCc1nc2ccc(NC(=O)c3cccs3)cc2c(=O)n1Cc1ccccc1Cl the results were Kir21 inh -1.12 and KCNQ2 block inactive.
For CCOC(=O)CNC(=O)CSc1nc2cccnc2n1C the results were Kir21 inh -1.23 and KCNQ2 block inactive.
Screening COc1cc2cc(C)c(SCC(=O)N3CCN(C(=O)c4ccco4)CC3)nc2cc1OC returned Kir21 inh 1.14 and KCNQ2 block inactive.
For COc1cccc(CN2CCC(C(=O)Nc3ccc(-c4cccc(C)c4)cc3)CC2)c1O the results were Kir21 inh -0.19 and KCNQ2 block inactive.
Screening Cc1cnc(CNC(=O)CC2C(=O)NCCN2Cc2ccccc2F)cn1 (stereo not given) returned Kir21 inh -0.97 and KCNQ2 block inactive.
For COc1ccc(CN(CC(=O)NCC2CCCO2)C(=O)CNS(=O)(=O)c2ccccc2)cc1 (stereo not given) the results were Kir21 inh 1.03 and KCNQ2 block inactive.
`O=C(/C=C/c1ccc(Cl)cc1Cl)NCCSCc1ccccc1` gave Kir21 inh 1.08 and KCNQ2 block inactive.
O=C(Oc1cccc(-n2cnnn2)c1)c1ccco1 was read as Kir21 inh -0.02 and KCNQ2 block inactive.
Cc1ccc(C(=O)/C=C/Nc2ccccc2C(N)=O)cc1 was read as Kir21 inh 0.1 and KCNQ2 block inactive.
COc1ccc(NC(=O)Cn2ncn3c(cc4ccccc43)c2=O)c(OC)c1OC was read as Kir21 inh 0.91 and KCNQ2 block inactive.
`COc1ccc(/C=N/NC(=S)NCC2CCCO2)cc1` (stereo not given) gave Kir21 inh -0.69 and KCNQ2 block inactive.
`Cc1cc(NC(=O)c2ccccc2C)no1` gave Kir21 inh 1.25 and KCNQ2 block inactive.
For CC1(C(=O)NNC(=O)c2ccc(=O)oc2)CC1Br (stereo not given) the results were Kir21 inh -1.66 and KCNQ2 block inactive.
COc1cc(C(=S)N2CCC(Cc3ccccc3)CC2)ccc1OCC(N)=O was read as Kir21 inh -0.64 and KCNQ2 block inactive.
`O=C(NCc1ccc(F)cc1)c1cc2c(s1)CS(=O)(=O)C2` gave Kir21 inh -0.28 and KCNQ2 block inactive.
For O=[N+]([O-])c1cccc(NC(=S)NCCc2ccccc2)c1 the results were Kir21 inh 1.23 and KCNQ2 block inactive.
CCC1C(O)=C(c2ccccn2)C(=N)N1c1ccccc1 (stereo not given) was read as Kir21 inh 0.85 and KCNQ2 block inactive.
CC(=O)Nc1ccc(C(=O)CN2CCN(c3ccccc3)CC2)cc1 was read as Kir21 inh 0.45 and KCNQ2 block inactive.
For Cc1ccc(Oc2ncccc2NC(=O)CCCC(=O)O)c2c1CCC2 the results were Kir21 inh -4.16 and KCNQ2 block inactive.
For CC1CCCCC1NC(=O)c1cc2c(s1)CS(=O)(=O)C2 (stereo not given) the results were Kir21 inh 1.09 and KCNQ2 block inactive.
Screening Cn1c(CNc2ccc(O)cc2)nc2ccccc21 returned Kir21 inh -0.02 and KCNQ2 block inactive.
Cc1ccc(C)c(N(CC(=O)N/N=C/c2ccc(-c3ccc([N+](=O)[O-])cc3)o2)S(=O)(=O)c2ccccc2)c1 was read as Kir21 inh -0.02 and KCNQ2 block inactive.
For COc1cc(/C(C)=N/NC(=O)c2nnn(-c3nonc3N)c2-c2cccs2)ccc1O the results were Kir21 inh 0.54 and KCNQ2 block inactive.
`CNC(=O)c1ccsc1NC(=O)c1coc2ccccc2c1=O` gave Kir21 inh 0.39 and KCNQ2 block inactive.
For CC(C)(C)OC(=O)N1CCC(c2c(C(=O)NCC3CCN(C4CCCC4)C3)cnn2-c2cccc(Cl)c2)CC1 (stereo not given) the results were Kir21 inh -3.16 and KCNQ2 block inactive.
`S=C(Nc1ccc2nccnc2c1)N1CCCC1` gave Kir21 inh 1.94 and KCNQ2 block inactive.
For O=C(CC(C(=O)O)c1ccc(Cl)cc1Cl)c1ccc(Cl)cc1 (stereo not given) the results were Kir21 inh 0.38 and KCNQ2 block inactive.
`CCN1CCN(C(=O)C(NS(=O)(=O)c2ccc3nc(C)sc3c2)C(C)C)CC1` (stereo not given) gave Kir21 inh 0.03 and KCNQ2 block inactive.
`COc1ccc2cc(C(=O)C3CCCN(C(=O)c4csnn4)C3)ccc2c1` (stereo not given) gave Kir21 inh -0.32 and KCNQ2 block inactive.
Screening COCCNC(=O)CN(C(=O)CCC(=O)Nc1ccccn1)c1ccccc1F returned Kir21 inh -0.22 and KCNQ2 block inactive.

3 successive compounds from above, for reference:
For O=[N+]([O-])c1cccc(NC(=S)NCCc2ccccc2)c1 the results were Kir21 inh 1.23 and KCNQ2 block inactive.
CCC1C(O)=C(c2ccccn2)C(=N)N1c1ccccc1 (stereo not given) was read as Kir21 inh 0.85 and KCNQ2 block inactive.
CC(=O)Nc1ccc(C(=O)CN2CCN(c3ccccc3)CC2)cc1 was read as Kir21 inh 0.45 and KCNQ2 block inactive.

New compounds follow:
Screening Cc1nc(CC(=O)N2CCN(S(=O)(=O)c3ccccc3C#N)CC2)cs1 returned Kir21 inh 0.17 and KCNQ2 block inactive.
For Cc1c(OCc2nn[nH]n2)ccc2c(-c3ccccc3)cc(=O)oc12 the results were Kir21 inh 0.02 and KCNQ2 block inactive.
For O=C(CCCN1C(=O)/C(=C/c2ccco2)SC1=S)Nc1cccc(C(=O)O)c1 the results were Kir21 inh -0.27 and KCNQ2 block inactive.
`COc1cc(/C=N/n2c(C)nnc2C)cc(OC)c1OC` gave Kir21 inh 0.04 and KCNQ2 block inactive.
COc1ccc(N/C=C(/C(C)=O)c2ccccc2)cc1 was read as Kir21 inh 1.58 and KCNQ2 block inactive.
`O=S(=O)(Cc1ccccc1)N1CCn2c(nc3ccccc32)C1` gave Kir21 inh 1.26 and KCNQ2 block inactive.
For COc1cc(NC(=O)c2ccc(N3CC4CC(C3)c3cccc(=O)n3C4)c(NC(=O)c3ccncc3)c2)cc(OC)c1OC (stereo not given) the results were Kir21 inh -0.52 and KCNQ2 block inactive.
`Cc1ccc(C(=O)OCC(=O)Nc2ccc3c(c2)OCO3)o1` gave Kir21 inh 0.71 and KCNQ2 block inactive.
Screening Clc1ccc2c(c1)C(C1=NCCN1)c1ccccc1CS2 (stereo not given) returned Kir21 inh 2.26 and KCNQ2 block inactive.

Source: PubChem (Johns Hopkins Ion Channel Center)
